HKDC1 inhibitor: HKDC1 hexokinase inhibitors, primary screen, biochemical, fluorescence, uHTS; Q2TB90; recombinant HKDC1, G6PDH/diaphorase resazurin coupled fluorescence; inhibition, % at 20 µM; 340,000 compounds, 0.16% hits;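 active = inhibition above about 35% when tested at 20 µM, limit read from the data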;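 note: plate controls were DMSO wells with enzyme for no effect and DMSO wells lacking enzyme for full effect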
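test system = in-house recombinant HK5 (HKDC1) enzyme | amount = HKDC1 at 5 µg/mL | control set = DMSO-enzyme wells negative, buffer-substituted wells positive | compound = one dose of 20 µM, 1% DMSO | schedule = reaction time 90 min, room temperature, protected from light | technique = resorufin fluorescence at 613 nm | reagent = glucose with 1 mM ATP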
Apaf1 inhib: inhibitors of human Apaf-1 apoptosome, primary screen, biochemical, DEVD-Rh110 fluorescence, uHTS; Apoptotic protease-activating factor 1 (Homo sapiens), O14727; reconstituted apoptosome caspase-3 activity; inhibition, % at 20 µM; 330,000 compounds, 0.71% hits; active = inhibition of at least 40% at 20 µM;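 note: plate controls were DMSO wells for no effect and DEVD-CHO caspase inhibitor wells for full effect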
Target sequence (O14727 whole entry, looked up): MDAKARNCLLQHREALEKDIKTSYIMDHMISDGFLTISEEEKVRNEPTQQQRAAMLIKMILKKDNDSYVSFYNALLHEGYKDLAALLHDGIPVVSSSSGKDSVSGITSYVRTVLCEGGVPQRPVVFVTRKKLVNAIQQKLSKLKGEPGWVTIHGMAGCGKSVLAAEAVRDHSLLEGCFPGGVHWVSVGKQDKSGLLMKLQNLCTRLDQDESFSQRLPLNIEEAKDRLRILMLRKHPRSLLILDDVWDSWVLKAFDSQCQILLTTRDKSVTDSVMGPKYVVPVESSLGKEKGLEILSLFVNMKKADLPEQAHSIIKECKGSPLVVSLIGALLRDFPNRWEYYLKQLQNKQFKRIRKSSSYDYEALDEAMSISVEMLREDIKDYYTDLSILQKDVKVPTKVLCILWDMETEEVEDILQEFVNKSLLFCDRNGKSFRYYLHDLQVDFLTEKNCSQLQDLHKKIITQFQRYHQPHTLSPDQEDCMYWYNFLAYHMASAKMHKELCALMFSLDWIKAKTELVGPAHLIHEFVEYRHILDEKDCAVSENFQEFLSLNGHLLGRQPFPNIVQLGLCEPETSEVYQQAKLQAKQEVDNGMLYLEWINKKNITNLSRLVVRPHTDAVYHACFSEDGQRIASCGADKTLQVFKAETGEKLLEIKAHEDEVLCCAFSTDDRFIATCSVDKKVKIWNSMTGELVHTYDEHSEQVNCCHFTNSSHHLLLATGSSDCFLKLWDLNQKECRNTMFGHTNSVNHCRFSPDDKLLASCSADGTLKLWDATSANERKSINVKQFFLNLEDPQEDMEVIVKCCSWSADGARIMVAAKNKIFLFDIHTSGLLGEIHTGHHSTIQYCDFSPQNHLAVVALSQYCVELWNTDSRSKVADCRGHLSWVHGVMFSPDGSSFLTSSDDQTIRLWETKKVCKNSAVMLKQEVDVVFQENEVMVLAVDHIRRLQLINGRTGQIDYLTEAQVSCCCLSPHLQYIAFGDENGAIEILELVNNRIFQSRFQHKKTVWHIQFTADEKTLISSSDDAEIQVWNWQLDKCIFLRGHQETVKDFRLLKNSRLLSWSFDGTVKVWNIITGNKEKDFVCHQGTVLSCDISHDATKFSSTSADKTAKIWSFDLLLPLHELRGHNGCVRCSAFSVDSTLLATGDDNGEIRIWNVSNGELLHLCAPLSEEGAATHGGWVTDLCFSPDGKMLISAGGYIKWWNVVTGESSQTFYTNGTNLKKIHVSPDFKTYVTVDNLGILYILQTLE
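Material: reconstituted apoptosome with Apaf-1, cytochrome c, caspase-9, procaspase-3, dATP / Buffer or medium: pH 7.5 Hepes buffer with CHAPS, BSA, DTT / Also added: cytochrome c with DEVD-Rh110 / Schedule: compound with Apaf-1, dATP, procaspase-3 30 min, then 50 min reaction, room temperature / Technique: rhodamine 110 fluorescence at Ex 480/Em 540 nm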
SENP8 block-1: SENP8 protease inhibitors, primary screen, biochemical, luminescence; Sentrin-specific protease 8 (Homo sapiens), Q96LD8; purified SENP8, Z-RLRGG-aminoluciferin cleavage; inhibition, % at 10 µM; 330,000 compounds, 1.2% hits; AID 2540, 2010; in the data active = inhibition above about 50%
NLRP3 yeast inh: NALP3 inflammasome inhibitors in reconstituted yeast, primary screen, luminescence, uHTS; 330,000 compounds, 0.39% hits; Yeast reconstituted NLRP3/ASC/caspase-1, beta-gal luminescence, 24 h; inhibition, % at 10 µM; AID 2825, 2010;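 active = inhibition of 50% or more; inactive = inhibition below 50%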;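 note: plate controls were induced DMSO wells for no effect and uninduced yeast grown without galactose for full effect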
SENP8 block-2: human SENP8 protease inhibitors, primary screen, biochemical, fluorescence, Nedd8 protein substrate, uHTS; Sentrin-specific protease 8 (Homo sapiens), Q96LD8; recombinant SENP8; inhibition, % at 20 µM; 360,000 compounds, 0.64% hits; AID 602440, 2012; in the data active = inhibition mostly above about 40%, no sharp cut-off; inactive = mostly below about 27%
SENP7 inh: SENP7 protease inhibitors, primary screen, biochemical, luminescence, uHTS; inhibition, % at 5 µM; 330,000 compounds, 1.5% hits; recombinant SENP7, Z-RLRGG-aminoluciferin luminescence, 40 min; AID 434973, 2010; Sentrin-specific protease 7 (Homo sapiens), Q9BQF6;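 active = inhibition above about 50% at the single test dose, limit read from the data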;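 note: plate controls were DMSO with enzyme for no effect and no enzyme buffer wells for full effect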
PfGluPho inh: PfG6PD enzyme inhibitors, primary screen, biochemical, fluorescence intensity, uHTS; PfGluPho enzyme, NADPH resazurin-diaphorase fluorescence; inhibition, % at 20 µM; 350,000 compounds, 0.78% hits; AID 504690, 2011;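 active = inhibition reaching at least a set limit at 20 µM in the primary screen, cut at about 59% in these data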;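 note: 0% = DMSO wells with substrate and 100% = DMSO wells lacking glucose-6-phosphate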
SENP6 inh: SENP6 protease inhibitors, primary screen, biochemical, luminescence, uHTS. Sentrin-specific protease 6 (Homo sapiens), Q9GZR1. Recombinant SENP6 catalytic domain, aminoluciferin luminescence. inhibition, % at 10 µM. 330,000 compounds, 1.8% hits. AID 2599, 2010;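 active = inhibition above about 50% at the single tested dose, limit read from the data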;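 note: plate controls were DMSO wells with enzyme for no effect and DMSO wells lacking enzyme for full effect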
SENP1 FRET inh: human SENP1 catalytic domain inhibitors, primary screen, biochemical, FRET, uHTS; inhibition, % at 10 µM; AID 624204, 2012; Sentrin-specific protease 1 (Homo sapiens), Q9P0U3; 360,000 compounds, 0.21% hits; recombinant SENP1 catalytic domain, CyPet-SUMO1-YPet FRET cleavage;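 active = inhibition at least 30% at 10 µM, raw YFP signal under a set limit, fluorescence ratio 0.5 to 1.5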;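 note: 0% = enzyme with DMSO and 100% = no enzyme wells; some results filed as inactive read as strong as hits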
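Assay system – human recombinant His6-tagged SENP1 catalytic domain enzyme · Input – SENP1 enzyme, 20 pM final · Buffer or medium – Tris pH 8 buffer plus EDTA, NaCl, BME, BSA, NP40, catalase · Schedule – 50 min reaction at room temperature · Technique – FRET read of cyan and yellow fluorescence · Control set – no-enzyme wells low, DMSO-plus-enzyme wells high control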
Numbers without * were called inactive; i = inactive; / = not tested or not shown.

SMILES | HKDC1 inhibitor | Apaf1 inhib | SENP8 block-1 | NLRP3 yeast inh | SENP8 block-2 | SENP7 inh | PfGluPho inh | SENP6 inh | SENP1 FRET inh
CCCC(C)NC(=O)COC(=O)c1ccc2c(c1)C(=O)N(Cc1ccco1)C2=O (stereo not drawn) | 1.0 | 5.7 | -3.7 | 14.1 | 11.9 | -1.6 | -22.7 | -17.7 | 0.3
CCSC(=S)c1c(C)[nH]n(-c2ccccc2)c1=O | 0.5 | -5.6 | 3.5 | 16.2 | 12.9 | 11.7 | -22.6 | -10.6 | 1.3
O=C(CN(Cc1ccco1)C(=O)c1ccc([N+](=O)[O-])cc1)Nc1ccccc1C(F)(F)F | 2.7 | -5.2 | -5.7 | -3.3 | 14.4 | -2.0 | 5.3 | -3.0 | 1.2
CCN(c1ccccc1)S(=O)(=O)c1cccc(C(=O)NCC(c2ccc(F)cc2)N2CCOCC2)c1 (stereo not drawn) | -8.2 | / | / | / | 5.2 | / | 11.0 | / | -1.1
O=C(c1cccc(F)c1)N1CCN(c2cccc(C(F)(F)F)c2)CC1 | 1.3 | 12.2 | 5.4 | -51.4 | 17.7 | 2.1 | -8.5 | -0.8 | 3.3
CCOC(=O)Cc1nnc(NC(=O)c2ccccc2OC)s1 | -1.9 | -0.4 | -5.7 | 11.3 | -18.7 | 12.7 | 4.2 | 1.8 | -5.2
Cc1ccc(C)c(Cn2nc(-c3cc(C)ccc3C)ccc2=O)c1 | -1.6 | 18.8 | -0.1 | 10.7 | 19.2 | -3.0 | 9.6 | -24.6 | 0.8
COc1ccc(CCNC(=O)NS(=O)(=O)c2ccc(C)cc2)cc1OC | -2.6 | -5.3 | 1.9 | 3.7 | 8.4 | -7.9 | 3.8 | -17.1 | 1.5
CCOc1ccc(C(C)=O)cc1COc1ccc(C)nc1[N+](=O)[O-] | -2.4 | 15.2 | 1.7 | 22.9 | 4.2 | -3.0 | 8.6 | -16.2 | 1.2
Cc1ccc(C(=O)CC(=O)c2cc(Cl)ccc2O)cc1 | -6.9 | -16.2 | -3.9 | 14.1 | 22.7 | 7.5 | -0.6 | 0.8 | 5.4
COc1ccc(-n2c(CSc3nc(C)cc(C)n3)nnc2SCC(=O)Nc2nccs2)cc1 | -2.5 | 6.2 | -7.5 | 1.3 | 16.7 | -1.7 | -4.4 | 7.1 | 0.0
O=C(Nc1ccc(N2CCOCC2)nc1)c1ccc(F)cc1 | 0.5 | -4.8 | 2.5 | 2.7 | 5.9 | 2.3 | 4.6 | 6.7 | -1.1

Grouped by structure, the compounds so far containing two or more sulfur atoms
SMILES | HKDC1 inhibitor | Apaf1 inhib | SENP8 block-1 | NLRP3 yeast inh | SENP8 block-2 | SENP7 inh | PfGluPho inh | SENP6 inh | SENP1 FRET inh
CCSC(=S)c1c(C)[nH]n(-c2ccccc2)c1=O | 0.5 | -5.6 | 3.5 | 16.2 | 12.9 | 11.7 | -22.6 | -10.6 | 1.3
COc1ccc(-n2c(CSc3nc(C)cc(C)n3)nnc2SCC(=O)Nc2nccs2)cc1 | -2.5 | 6.2 | -7.5 | 1.3 | 16.7 | -1.7 | -4.4 | 7.1 | 0.0

The list continues:
SMILES | HKDC1 inhibitor | Apaf1 inhib | SENP8 block-1 | NLRP3 yeast inh | SENP8 block-2 | SENP7 inh | PfGluPho inh | SENP6 inh | SENP1 FRET inh
C#CCOCCOCCOCCNc1nc(N2CCN(C(=O)Cn3cc(CCO)nn3)CC2)nc(N2CCN(C(=O)[C@H](C(C)C)n3cc(CCO)nn3)CC2)n1 | -1.0 | -2.6 | -7.5 | 10.8 | 5.6 | 9.7 | -3.1 | -6.1 | -1.1
COc1cccc(-c2coc3cc4oc(=O)c(CC(=O)O)c(C)c4cc23)c1 | 1.9 | 3.3 | -4.4 | 6.3 | -188.8 | 1.5 | -19.4 | 11.0 | -5.6
COC(=O)c1ccccc1NC(=O)NCc1ccccc1 | -5.9 | 1.7 | -15.9 | 27.2 | -226.5 | -16.1 | 0.2 | -13.7 | 3.0
CC(=O)Nc1ccc(C2=NN(Cc3nnc(-c4ccccc4)o3)C(=O)SC2)cc1 | 4.6 | 16.1 | 0.6 | 5.1 | 3.6 | 5.6 | 3.3 | 6.8 | 0.5
NC(=O)NC(=O)COC(=O)c1cccc(NS(=O)(=O)/C=C/c2ccccc2)c1 | -6.6 | 8.1 | 13.9 | 20.6 | 1.0 | 5.7 | -15.1 | -3.7 | 1.9
CN1CCc2c(sc(NC(=O)c3ccc4ccccc4c3)c2C(N)=O)C1 | / | 31.6 | 66.5* | 38.3 | -315.1 | 68.4* | / | 61.9* | -19.4
C=CC[C@@]12C=C(OC)C(=O)C(OC)=C1O[C@H](c1ccc3c(c1)OCO3)[C@H]2C | 0.2 | -2.6 | 2.0 | 22.5 | 12.7 | -8.4 | 4.6 | 0.8 | -1.8
O=c1[nH]c2ccccc2c(O)c1O | -10.2 | 10.4 | -6.4 | 6.9 | -192.5 | 2.5 | 74.8* | -2.8 | 0.5
CCOc1ccc(-c2cc(C(=O)N3CCCC3)c3ccccc3n2)cc1 | -1.5 | -0.8 | -6.1 | 11.3 | -387.6 | -5.3 | 4.4 | -5.2 | 0.9
CCOC(=O)N1CCN(c2c(NCCCN(CC)c3cccc(C)c3)c(=O)c2=O)CC1 | -4.6 | -8.6 | -8.1 | 15.9 | 4.7 | -11.2 | 9.3 | -0.6 | 2.3
Cc1ccccc1CSc1nccn1-c1ccccc1 | -4.6 | -1.0 | 3.1 | 44.8 | 5.5 | 2.7 | 15.8 | 8.0 | 1.4
O=C(O)CCc1ccc(-c2cccs2)n1NC(=O)c1ccccc1Br | 8.1 | -4.0 | -2.5 | -12.2 | -49.7 | 7.3 | -9.4 | 4.6 | -24.3
Cc1noc(C)c1C(=O)Nc1ccc2c(c1)CCC2 | -9.1 | 1.8 | -4.6 | -3.5 | 17.6 | -4.9 | -0.7 | 1.3 | -1.4
O=C(Nc1ccc(N2CCCCCC2)cc1)c1ccc[nH]1 | 11.6 | 23.6 | 56.1* | 23.0 | -5.4 | 32.6 | 26.8 | 66.1* | -1.1
COc1ccc(C(=O)O/N=C(/c2cccs2)C(C)(C)C)cc1 | 0.1 | 7.6 | 3.0 | 32.3 | 19.6 | 1.4 | 1.8 | -54.9 | 4.8
CC(C)CN1C(=O)c2ccccc2C1(O)Cc1ccccc1 (stereo not drawn) | 0.5 | 2.4 | -3.4 | -10.6 | 2.5 | 1.2 | -6.1 | -4.6 | 2.1
COc1ccccc1NC(=O)Cn1cncc1-c1ccc([N+](=O)[O-])cc1 | 12.0 | -1.1 | -3.7 | 10.3 | 17.4 | -6.7 | 49.9 | 4.0 | 4.5
COC(=O)CSc1ncnc2c(C)csc12 | -3.1 | -17.8 | -5.9 | 1.7 | 14.5 | -2.3 | 3.3 | -17.1 | 1.7
COc1ccc(N2CC(C(=O)Nc3ccccc3N3CCCC3)CC2=O)c(OC)c1 (stereo not drawn) | -4.0 | 3.0 | 4.8 | 14.1 | 2.1 | -5.8 | -5.7 | -7.3 | 2.0
COc1ccc(CC(=O)N(CCC2=CCCCC2)c2c(N)n(Cc3ccccc3)c(=O)[nH]c2=O)cc1OC | 2.8 | 9.5 | -8.4 | 23.1 | 9.1 | -0.4 | -14.3 | 10.5 | -3.9
COc1cccc(OCC(=O)Nc2ccccc2NC(C)=O)c1 | -4.9 | 6.3 | -5.8 | 19.7 | 22.6 | -5.8 | 6.2 | -10.2 | 1.3
CSc1nc(-c2ccco2)nn1C(=O)c1ccco1 | -4.8 | -10.1 | -10.3 | 23.6 | 17.8 | 3.6 | 13.4 | 5.7 | 2.3
Nc1cc2c(cc1N)-c1ccccc1C2 | 1.5 | / | / | / | i | / | 22.9 | / | -33.1
COc1cc(/C=C/C(=O)OCC(=O)NC(=O)NC2CCCCC2)ccc1OC(F)F | 2.4 | 29.6 | -2.4 | 8.8 | -21.0 | -4.2 | 37.8 | -7.2 | 2.6
COc1ccc(S(=O)(=O)N2CCN(Cc3c[nH]c4ccccc34)CC2)cc1 | 1.8 | 1.1 | 0.6 | 20.2 | 24.4 | -1.1 | -19.5 | 14.7 | 4.6
CCOC(=O)C(CC)n1cnc2c(nnn2-c2ccccc2)c1=O (stereo not drawn) | -2.9 | -3.8 | 6.7 | 11.6 | 13.1 | 2.9 | 6.6 | 21.0 | 1.9
O=C(CN1C(=O)CSc2cc(S(=O)(=O)N3CCCCCC3)ccc21)NCCc1ccccc1 | 17.4 | 17.7 | -4.4 | -2.7 | 4.2 | -5.4 | -2.1 | -15.4 | -3.8
O=C1NC(=S)SC1=C1CCCCCC1 | 1.4 | 3.3 | 0.1 | 28.3 | 3.7 | -3.4 | -38.9 | 0.8 | 0.6
O=C(N/C(=C/c1cccs1)C(=O)N1CCOCC1)c1ccccc1 | -10.5 | 0.9 | 0.7 | 5.6 | 15.9 | -2.4 | 2.2 | -12.6 | 0.9
CC(CCc1ccccc1)NC(=O)COC(=O)c1cccn1C (stereo not drawn) | 0.8 | -6.6 | 7.1 | -1.8 | 0.8 | 7.9 | 13.6 | 7.3 | 3.1
CC(C)CN(C(=O)CN1C(=O)C2CCCCC2C1=O)c1c(N)n(Cc2ccccc2)c(=O)[nH]c1=O (stereo not drawn) | -1.9 | -15.4 | 3.6 | 7.0 | -2.6 | -4.9 | 12.7 | -4.1 | -5.6
CN1C(=O)N(C)C(c2cccc([N+](=O)[O-])c2)C2=C1CCCC2=O (stereo not drawn) | 1.9 | 0.1 | 1.5 | -1.6 | 12.1 | 4.4 | -6.0 | -7.1 | 1.7
CC(=O)C1CCCN(C(=O)c2ccc3nc(Cc4cccc(Cl)c4)oc3c2)C1 (stereo not drawn) | -10.5 | 19.2 | -0.6 | 3.2 | 4.0 | 4.6 | 5.0 | -0.5 | -0.6
O=C(C1CCCN(S(=O)(=O)c2cnc[nH]2)C1)N1CC(=O)N(CCc2ccccc2)C(=O)C1 (stereo not drawn) | 0.1 | 7.3 | -10.6 | -5.7 | 0.2 | -6.5 | 1.9 | 0.8 | -4.8
CCN1C(=O)/C(=C/c2nc3ccccc3c(=O)n2-c2ccccc2)c2ccccc21 | 10.4 | 12.6 | 4.7 | -4.8 | 32.6 | -1.0 | 4.1 | -1.5 | -0.5
COCCN(C(=O)COC(=O)C1CC1C)c1c(N)n(Cc2ccccc2)c(=O)[nH]c1=O (stereo not drawn) | -4.9 | -3.6 | -3.7 | 19.6 | 7.2 | -3.0 | -14.0 | -9.9 | -1.9

Compound activity: PubChem, Sanford-Burnham Center for Chemical Genomics
